High-throughput results (PubChem BioAssay)
PvdQ acylase – P. aeruginosa PvdQ acylase inhibition; purified PvdQ acylase, fluorescence plate reader; inhibition, % at 10 µM; 340,000 tested, 0.063% active; in the data active = inhibition above about 30%, passing the limit was not always enough;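 note: 0% = vehicle neutral wells and 100% = reference inhibitor wells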
CDK5 inh – inhibitors of human CDK5/p35 kinase | 330,000 tested, 0.01% active | inhibition, % at 10 µM | Recombinant CDK5/p35, ADP-Glo luminescence, 60 min | Q00535+Q15078;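 active = highest replicate inhibition of at least 50% and at least 75% of replicates reaching 50%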;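 note: plate controls were DMSO neutral control for no effect and GW8510 at 10 µM for full effect; many of its hits are not listed in these tables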
dFosB activator – enhances mouse delta FosB homodimer DNA binding | AID 493131 | purified delta FosB, TAMRA-CDK5 oligo fluorescence polarization; percent of positive-control signal above neutral wells | activation, % at 25 µM | 340,000 tested, 0.99% active | P13346;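 active = mean activation above about 17%, with every replicate also reaching it, limit read from the data, passing the limit was not always enough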;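 note: fluorescence polarization rise as delta FosB binds a TAMRA Cdk5 AP-1 oligo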
C-LANA FP – KSHV C-LANA DNA binding inhibition; inhibition, % at 9 µM; MBP-C-LANA/FAM-LBS DNA binding, fluorescence polarization; 340,000 tested, 0.078% active;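 active = highest replicate inhibition at or above 60% at 9 µM, even if other replicates fall short; inactive = all replicates below 60% inhibition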;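 note: 0% = neutral control wells and 100% = 4 µM acridine orange control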
Keap1 Nrf2 FP – inhibitors of human Keap1-Nrf2 protein-protein interaction; Q14145; Keap1 Kelch-Nrf2 peptide fluorescence polarization, 1536-well; inhibition, % at 9.4 µM; 340,000 tested, 0.15% active; in the data active = inhibition above about 12%;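 note: human Keap1 Kelch domain with fluorescein labeled Nrf2 9mer peptide probe; 0% = neutral control wells and 100% = peptide positive control; higher means more block of Keap1 binding to Nrf2 peptide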
cardiac RTF act – increases calcium sensitivity of human cardiac regulated thin filaments; P19429+P45379; IANBD-labeled TnC RTF fluorescence at EC20 calcium; 0% EC20 calcium, 100% full calcium; activation, % at 7.2 µM; 340,000 tested, 0.24% active;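 active = activation above the mean over all tested compounds plus 3 SD, cut at about 30% in these data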;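 note: rise in fluorescence read as greater calcium sensitivity of cardiac thin filaments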
Rtt109 Vps75 – blocks Candida albicans Rtt109/Vps75 acetyltransferase activity; Q5AAJ8; purified Rtt109/Vps75, ThioGlo CoA-SH fluorescence, 4 h; inhibition, % at 34.9 µM; 330,000 tested, 0.16% active; AID 540336;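 active = inhibition of at least 50% in every replicate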
SUMO Mot1 rescue – blocks SUMOylation pathway, rescuing yeast Mot1-301 growth; S. cerevisiae Mot1-301 growth rescue, ATP luminescence, 38.5C; percent above DMSO median, 100 means doubled; growth rescue, % at 18.8 µM; 320,000 tested, 1% active;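 active = every valid replicate shows activation above 250% relative to neutral control wells; inactive = the rest, any valid replicate at or below 250%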;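 note: OY570 slx delta 5 strain wells were the positive control but not used for scaling; some compounds called inactive have numbers as strong as hits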
NSD2 inh – inhibitors of human histone methyltransferase NSD2; NSD2 peptide methylation, AlphaScreen, 120 min; inhibition, % at 12.5 µM; 310,000 tested, 0.54% active; in the data active = inhibition above about 50%
RTF Ca sens inh – cardiac RTF calcium desensitization | P19429+P45379 | IANBD-labeled cardiac RTF, Ca2+ fluorescence | inhibition, % at 7.15 µM | 340,000 tested, 0.12% active | AID 493244;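 active = inhibition above the mean inhibition of all tested compounds plus 3 SD, cut at about 17% in these data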;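 note: assay run at fixed EC70 calcium of 1.6 mM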
PfHsp90 yeast 2 – growth inhibition of yeast expressing Plasmodium Hsp90; S. cerevisiae expressing PfHsp90, BacTiter-Glo ATP, 48 h; yeast lacking PDR1 and PDR3 efflux regulators; inhibition, % at 9.4 µM; 310,000 tested, 0.32% active; AID 504621;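 active = every replicate shows inhibition above about 80%, whatever the replicate mean, limit read from the data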;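 note: 0% = DMSO neutral controls and 100% = 20 µM radicicol positive controls; yeast relying on Plasmodium falciparum Hsp90 in place of its own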
Starred values were filed as active, the others as inactive.

Results for COc1ccc(Nc2nnc(SCC(=O)Nc3cc(C)on3)s2)cc1 ?
PvdQ acylase: 1; CDK5 inh: -0.9; dFosB activator: 6; C-LANA FP: 0.0; Keap1 Nrf2 FP: 0; cardiac RTF act: -4; Rtt109 Vps75: -13; NSD2 inh: 3; RTF Ca sens inh: 5; PfHsp90 yeast 2: -6

What do the screens show for `Nc1nc(CN2CCN(Cc3ccccc3)CC2)nc(Nc2ccc3c(c2)OCCO3)n1`?
PvdQ acylase: -12; CDK5 inh: 0.5; dFosB activator: -3; C-LANA FP: 0.0; Keap1 Nrf2 FP: -8; cardiac RTF act: -2; Rtt109 Vps75: 20; SUMO Mot1 rescue: -6; NSD2 inh: 0; RTF Ca sens inh: -9; PfHsp90 yeast 2: 3

Results for O=C(c1cc(-c2ccc(Cl)s2)nc2ccccc12)N1CCCC1 ?
PvdQ acylase: -1; CDK5 inh: -1.0; dFosB activator: -7; C-LANA FP: -0.4; Keap1 Nrf2 FP: -2; cardiac RTF act: -4; Rtt109 Vps75: -1; SUMO Mot1 rescue: -3; NSD2 inh: -4; RTF Ca sens inh: 2; PfHsp90 yeast 2: -16

How did CCOc1cc(/C=N/NC(=O)C(=O)NCc2cccnc2)ccc1O do in these assays?
PvdQ acylase: 1; CDK5 inh: 0.4; dFosB activator: 0; C-LANA FP: -1.1; Keap1 Nrf2 FP: 0; cardiac RTF act: -2; Rtt109 Vps75: -4; SUMO Mot1 rescue: 8; NSD2 inh: -4; RTF Ca sens inh: 7; PfHsp90 yeast 2: -21

What do the screens show for `COc1ccc(N2C(=O)C(Cl)=C(Nc3ccccc3O)C2=O)cc1`?
PvdQ acylase: 0; CDK5 inh: 0.5; dFosB activator: -8; C-LANA FP: 2.0; Keap1 Nrf2 FP: 0; cardiac RTF act: 3; Rtt109 Vps75: 8; SUMO Mot1 rescue: 35; NSD2 inh: 1; RTF Ca sens inh: -20; PfHsp90 yeast 2: 16

Results for CCc1nc(SCC(=O)Nc2nnc(C(C)C)s2)n[nH]1 ?
PvdQ acylase: -15; CDK5 inh: 1.0; dFosB activator: -2; C-LANA FP: -0.8; Keap1 Nrf2 FP: -2; cardiac RTF act: -5; Rtt109 Vps75: -1; NSD2 inh: -1; RTF Ca sens inh: -5; PfHsp90 yeast 2: 0

What do the screens show for `CC(C)CN(C(=O)CN(C)CC(=O)Nc1ccc(Cl)c(C(F)(F)F)c1)c1c(N)n(CC(C)C)c(=O)[nH]c1=O`?
PvdQ acylase: -14; CDK5 inh: -1.9; dFosB activator: -23; C-LANA FP: 0.6; Keap1 Nrf2 FP: -6; cardiac RTF act: -2; Rtt109 Vps75: -3; SUMO Mot1 rescue: -18; NSD2 inh: -1; RTF Ca sens inh: -9; PfHsp90 yeast 2: 4

Results for O=C(CSc1nnc(-c2cccc(Br)c2)o1)N1CCNC1=O ?
PvdQ acylase: -11; CDK5 inh: 0.3; dFosB activator: -11; C-LANA FP: -0.7; Keap1 Nrf2 FP: -3; cardiac RTF act: -3; Rtt109 Vps75: -9; SUMO Mot1 rescue: 7; NSD2 inh: 0; RTF Ca sens inh: -10; PfHsp90 yeast 2: -11

Results for COc1ccccc1C(=O)NNC(=O)c1ccc(NC(=O)C(C)C)cc1 ?
PvdQ acylase: -5; CDK5 inh: -0.2; dFosB activator: 2; C-LANA FP: 0.4; Keap1 Nrf2 FP: -2; cardiac RTF act: -2; Rtt109 Vps75: -7; NSD2 inh: -4; RTF Ca sens inh: -4; PfHsp90 yeast 2: 11

What do the screens show for `COCCn1c(C)cc(C(=O)COC(=O)c2c(C)nn(Cc3ccccc3)c2C)c1C`?
PvdQ acylase: -12; CDK5 inh: 0.1; dFosB activator: -6; C-LANA FP: 0.2; Keap1 Nrf2 FP: -3; cardiac RTF act: -1; Rtt109 Vps75: 24; NSD2 inh: -1; RTF Ca sens inh: 6; PfHsp90 yeast 2: 18

How did O=C(Nc1nc(-c2cccnc2)cs1)c1cccc([N+](=O)[O-])c1 do in these assays?
PvdQ acylase: 5; CDK5 inh: 2.0; dFosB activator: 2; C-LANA FP: 1.6; Keap1 Nrf2 FP: 1; cardiac RTF act: -1; Rtt109 Vps75: -2; SUMO Mot1 rescue: -7; RTF Ca sens inh: -6; PfHsp90 yeast 2: 12

What do the screens show for `O=C1CC(c2ccccc2)n2nc(NC(=O)c3cccs3)nc2N1` (centres undefined)?
PvdQ acylase: -1; CDK5 inh: -0.3; dFosB activator: -1; C-LANA FP: -0.2; Keap1 Nrf2 FP: 2; cardiac RTF act: -1; Rtt109 Vps75: 5; SUMO Mot1 rescue: -10; NSD2 inh: -18; RTF Ca sens inh: -7; PfHsp90 yeast 2: -4

How did CCOc1ccccc1NC(C)C(=O)NC(=O)NC1CCCCC1 (centres undefined) do in these assays?
PvdQ acylase: 2; CDK5 inh: -2.4; dFosB activator: -2; C-LANA FP: -1.6; Keap1 Nrf2 FP: -4; cardiac RTF act: 0; Rtt109 Vps75: 1; SUMO Mot1 rescue: 14; NSD2 inh: 5; RTF Ca sens inh: -7; PfHsp90 yeast 2: -14

What do the screens show for `COc1cc(C2c3[nH]c4ccccc4c3C[C@H]3C(=O)N(C4CC4)CC(=O)N23)ccc1OC(C)C` (some centres undefined)?
PvdQ acylase: -19; CDK5 inh: 0.4; dFosB activator: -11; C-LANA FP: -1.1; Keap1 Nrf2 FP: -8; cardiac RTF act: -3; Rtt109 Vps75: 5; SUMO Mot1 rescue: 35; NSD2 inh: 1; RTF Ca sens inh: -5; PfHsp90 yeast 2: 14

What do the screens show for `O=C(CN1CCN(S(=O)(=O)c2ccc(F)cc2)CC1)NC1CC1`?
PvdQ acylase: -17; CDK5 inh: 1.7; dFosB activator: 4; C-LANA FP: -1.9; Keap1 Nrf2 FP: 4; cardiac RTF act: -4; Rtt109 Vps75: -2; SUMO Mot1 rescue: 6; NSD2 inh: 0; RTF Ca sens inh: -10; PfHsp90 yeast 2: 16

What do the screens show for `Cc1cc(C)c2nc(NC(=O)[C@@H](NC(=O)c3cccc(S(=O)(=O)N4CCOCC4)c3)C(C)C)sc2c1`?
PvdQ acylase: -5; CDK5 inh: -0.4; dFosB activator: 0; C-LANA FP: -1.3; Keap1 Nrf2 FP: 2; cardiac RTF act: -3; Rtt109 Vps75: 3; SUMO Mot1 rescue: -12; NSD2 inh: -2; RTF Ca sens inh: -7; PfHsp90 yeast 2: -32

How did CCN1CCN(CC(=O)N2CCCC(C(=O)c3ccc(Oc4ccccc4)cc3)C2)CC1 (centres undefined) do in these assays?
PvdQ acylase: -10; CDK5 inh: -4.8; dFosB activator: -6; C-LANA FP: 0.1; Keap1 Nrf2 FP: 3; cardiac RTF act: 3; SUMO Mot1 rescue: 2; NSD2 inh: 9; RTF Ca sens inh: -2; PfHsp90 yeast 2: 4

How did CCCC1=NN2C(=N)/C(=C\c3cc(C)n(-c4cccc(C)c4)c3C)C(=O)N=C2S1 do in these assays?
PvdQ acylase: 4; CDK5 inh: -1.7; dFosB activator: -12; C-LANA FP: 9.2; Keap1 Nrf2 FP: 4; cardiac RTF act: -3; Rtt109 Vps75: 1; SUMO Mot1 rescue: -10; NSD2 inh: 2; RTF Ca sens inh: 2; PfHsp90 yeast 2: -8

Results for Cc1c(-n2c(SCC(=O)C(C)(C)C)nc3ccccc3c2=O)c(=O)n(-c2ccccc2)n1C ?
PvdQ acylase: 6; CDK5 inh: 2.1; dFosB activator: -11; C-LANA FP: 0.2; Keap1 Nrf2 FP: -7; cardiac RTF act: 1; Rtt109 Vps75: 19; SUMO Mot1 rescue: -6; NSD2 inh: -2; RTF Ca sens inh: -1

How did CCCc1cc(=O)[nH]c(SCC(=O)N2CCC(C(=O)OCC)CC2)n1 do in these assays?
PvdQ acylase: -8; CDK5 inh: 0.1; dFosB activator: -2; C-LANA FP: 0.3; Keap1 Nrf2 FP: -4; cardiac RTF act: -1; Rtt109 Vps75: 1; SUMO Mot1 rescue: 0; NSD2 inh: -2; RTF Ca sens inh: -1; PfHsp90 yeast 2: -8

Results for O=C(c1ccccc1)N1N=C(C(F)(F)F)CC1(O)c1ccccc1 (centres undefined) ?
PvdQ acylase: 5; CDK5 inh: -0.3; dFosB activator: -6; C-LANA FP: -0.1; Keap1 Nrf2 FP: -2; cardiac RTF act: 7; Rtt109 Vps75: 15; SUMO Mot1 rescue: -29; NSD2 inh: -2; RTF Ca sens inh: -11; PfHsp90 yeast 2: -2

What do the screens show for `COc1ccc(Nc2nc3ccccc3n3nnnc23)cc1`?
PvdQ acylase: 4; CDK5 inh: -1.6; dFosB activator: -14; C-LANA FP: 0.9; Keap1 Nrf2 FP: 0; cardiac RTF act: 5; Rtt109 Vps75: -2; SUMO Mot1 rescue: 10; NSD2 inh: -4; RTF Ca sens inh: -10; PfHsp90 yeast 2: -4

Results for O=C(CSc1nnc(-c2ccco2)n1Cc1ccccc1)NC(=O)NCc1ccccc1 ?
PvdQ acylase: -14; CDK5 inh: 0.8; dFosB activator: -5; C-LANA FP: 2.5; Keap1 Nrf2 FP: -3; cardiac RTF act: 0; Rtt109 Vps75: 2; SUMO Mot1 rescue: -12; NSD2 inh: 3; RTF Ca sens inh: -6; PfHsp90 yeast 2: 6

How did O=C(NC1CCCCCC1)c1ccccc1-c1ccccc1 do in these assays?
PvdQ acylase: 4; dFosB activator: -4; C-LANA FP: -0.1; Keap1 Nrf2 FP: -1; cardiac RTF act: -5; Rtt109 Vps75: 14; SUMO Mot1 rescue: -16; NSD2 inh: -3; RTF Ca sens inh: -26; PfHsp90 yeast 2: -4

Reprinted at random: three compounds from above, in no set order.
How did O=C(NC1CCCCCC1)c1ccccc1-c1ccccc1 do in these assays?
PvdQ acylase: 4; dFosB activator: -4; C-LANA FP: -0.1; Keap1 Nrf2 FP: -1; cardiac RTF act: -5; Rtt109 Vps75: 14; SUMO Mot1 rescue: -16; NSD2 inh: -3; RTF Ca sens inh: -26; PfHsp90 yeast 2: -4

Results for O=C(CSc1nnc(-c2ccco2)n1Cc1ccccc1)NC(=O)NCc1ccccc1 ?
PvdQ acylase: -14; CDK5 inh: 0.8; dFosB activator: -5; C-LANA FP: 2.5; Keap1 Nrf2 FP: -3; cardiac RTF act: 0; Rtt109 Vps75: 2; SUMO Mot1 rescue: -12; NSD2 inh: 3; RTF Ca sens inh: -6; PfHsp90 yeast 2: 6

What do the screens show for `COc1ccc(Nc2nc3ccccc3n3nnnc23)cc1`?
PvdQ acylase: 4; CDK5 inh: -1.6; dFosB activator: -14; C-LANA FP: 0.9; Keap1 Nrf2 FP: 0; cardiac RTF act: 5; Rtt109 Vps75: -2; SUMO Mot1 rescue: 10; NSD2 inh: -4; RTF Ca sens inh: -10; PfHsp90 yeast 2: -4
